Screens: PubChem BioAssay, National Center for Advancing Translational Sciences (NCATS)
CXXC DNA block – qHTS Fluorescence Polarization Assay for Inhibitors of MLL CXXC domain - DNA interaction; Histone-lysine N-methyltransferase 2A (Homo sapiens), Q03164; MLL-CXXC / FITC-HOXA9 DNA fluorescence polarization; Potency, µM (top dose mostly 115 µM), inactives show at the highest dose activity change, negative = inhibition, usual class: inhibitors; actives 0.037% (n = 290,000); active = well fitted inhibition curve with a large enough effect in the polarisation, with a control signal flat, not every such curve was filed as active; inconclusive = small, poorly fitted or top-dose-only effect, or effect the other way, or a change in a side signal; inactive = no such curve, though single readings can be large or run the other way; the % refers to the polarisation; also: potency is read from the fitted curve at half-maximal effect
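Steps: dispense CXXC domain solution (7 uM) → pin compounds or unlabeled HOX-A9 DNA control → 5 min ambient → add FLSN-HOX-A9 solution (50 nM) → spin → 30 min ambient → fluorescence polarization. Tris pH 7.5/NaCl/DTT/BSA buffer.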
TCR act – Activators of T cell receptors: qHTS campaign; 330,000 tested, under 10 active; Potency, µM (titrated, usually from 9.22 µM), inactives show at the top dose activation of IL-2 secretion, actives largely listed as activators; primary human leukocytes, anti-CD3, IL-2 HTRF, 48 h; also: % of control where 0% means no effect
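Activity was scored as IL-2 release from primary human leukocytes given only a TCR signal (a-CD3 beads) plus compound for 48 hr. Detection used a two-antibody HTRF format read at 665nm.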
TRPV1 agonist – HTS Assay for Compounds that Act as Agonists of the Vanilloid Receptor 1; Transient receptor potential cation channel subfamily V member 1 (Homo sapiens), Q8NER1; TRPV1-expressing cells, Fluo-8 calcium influx, agonist mode; activation, % at 8.33 µM; actives 0.19% (n = 320,000); AID 540275, 2011; in the data active = activation above about 80%; inconclusive = between about 30% and that limit; also: 0% is about no effect
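TRPV1-expressing cells were cultured overnight at 35.5C and loaded with Fluo-8 calcium dye for 40 to 90 min at room temperature. After a 10 s baseline, compound was added and calcium influx was read kinetically for 3 min (ex 480/em 520 nm).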
A-T KAP1 phos – qHTS Assay for Identifying a Potential Treatment of Ataxia-Telangiectasia | […] A-T fibroblasts, KAP-1 phosphorylation AlphaLISA; neocarzinostatin DNA damage 30 min before lysis | Potency, µM (doses to about 57.5 µM), inactives show top-dose activation, hits mostly activators | actives 0.19% (n = 320,000); also: potency is read from the fitted curve at half-maximal effect; % of control where 0% means no effect; nearly all actives have a fitted effect of over 45% in size
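hTERT-immortalized A-T patient fibroblasts ([…]), 500 cells/well in OPTI-MEM, 1% FBS, got compounds for 60 min, then NCS for 30 min at 37C. Lysates were then assayed for phospho-KAP-1 by AlphaLISA (anti-pKAP1 donor, anti-KAP1 acceptor beads), 6 hr at 25C.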
p53 reactivation – qHTS assay for re-activators of p53 using a Luc reporter | Potency, µM (doses to about 92.2 µM), inactives show at the highest dose activity change, positive = activation, usual class: activators | AID 504706, 2011 | actives 0.063% (n = 320,000) | H1299 p53-A138V BP100-luciferase reporter, luminescence, 24 h; also: potency is read from the fitted curve at half-maximal effect; % of control where 0% means no effect; nearly all actives have a fitted effect of over 45% in size
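H1299 (p53-null), stable ts p53-A138V + BP100-Luc; 1000 cells/well, Opti-MEM/10% FBS; cpd 4 pt, 1:5; 24 h, 37 deg C, 5% CO2; detection reagent 10 min RT; luminescence.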
Integrin act MD – qHTS for Activators of Integrin-Mediated Alleviation for Muscular Dystrophy | Potency, µM (series often up to 38.3 µM), without a hit: at the top dose activation, most hits filed as activators | alpha7betagal myoblasts, beta-gal FDG fluorescence, 48 h | actives 0.064% (n = 350,000);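 also: potency is read from the fitted curve at half-maximal effect; 100% = response of the positive control SU9516; nearly all actives have a fitted effect of over 60% in size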
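Alpha7betagal+/- myoblasts (passage 13) were plated 16-24 hr, then exposed to compounds (1:260 dilution of DMSO stock) for 48 hours at 37C. After MPER lysis, β-galactosidase reporter activity was read as FDG fluorescence (ex 480/em 540) after 30 minutes.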
B2AR arrestin – qHTS assay of beta-arrestin-biased ligands of beta2-adrenergic receptor; beta-arrestin recruitment to beta2AR, cell-based reporter; Beta-2 adrenergic receptor (Homo sapiens), P07550; AID 492947, 2010; actives 0.02% (n = 330,000); Potency, µM (top dose mostly 46.1 µM), inactives show at the highest dose activation, hits mostly activators;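 also: potency is read from the fitted curve at half-maximal effect; 0% = DMSO controls and full agonism = EC100 isoproterenol or metaproterenol; nearly all actives have a fitted effect of over 65% in size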
Target sequence (P07550 whole entry, looked up): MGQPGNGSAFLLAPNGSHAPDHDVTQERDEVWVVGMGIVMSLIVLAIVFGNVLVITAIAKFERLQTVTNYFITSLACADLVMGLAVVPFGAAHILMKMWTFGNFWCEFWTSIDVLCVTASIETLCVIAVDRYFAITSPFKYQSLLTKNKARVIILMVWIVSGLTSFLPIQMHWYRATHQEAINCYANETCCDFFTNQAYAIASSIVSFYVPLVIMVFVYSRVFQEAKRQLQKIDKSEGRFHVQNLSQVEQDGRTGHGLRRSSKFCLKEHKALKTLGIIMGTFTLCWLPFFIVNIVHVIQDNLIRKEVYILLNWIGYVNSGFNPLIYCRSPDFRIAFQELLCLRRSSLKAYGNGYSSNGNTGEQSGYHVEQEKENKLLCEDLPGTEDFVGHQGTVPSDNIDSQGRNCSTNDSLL
BRCA1 expr act – qHTS Assay to Identify Small Molecule Activators of BRCA1 Expression; MCF7-BRCA1-FFLuc reporter, luminescence, 48 h; response scale: scaled: vehicle 0%, 10 µM genistein 100%; Potency, µM (highest dose often 46.1 µM), for the others: at the highest dose activation, most hits filed as activators; actives 1.1% (n = 380,000); also: potency is read from the fitted curve at half-maximal effect; nearly all actives have a fitted effect of over 80% in size; some results filed as inactive show a strong effect at the top dose
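MCF7 cells carrying a BRCA1-firefly luciferase reporter (2000 cells/well, phenol-red free MEM) were attached for 2 h at 37 °C, then given compounds for 48 h. Luminescence was read 15 min after luciferase reagent; activity normalized to genistein (10 microM) and DMSO.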
PTAP TSG101 blk – qHTS Assay for Iinhibitors of HIV-1 Budding by Blocking the Interaction of PTAP/TSG101 | Tumor susceptibility gene 101 protein (Homo sapiens), Q99816 | Potency, µM (doses to about 115 µM), without a hit: at the top dose activity change, negative = inhibition, usual class: inhibitors | Fluorescence polarization, FITC-PTAP peptide / Tsg101 binding | 340,000 tested, under 10 active | AID 493005, 2010; active = well fitted inhibition curve with a large enough effect in the main read-out, with a control signal flat, not every such curve was filed as active; inconclusive = small, poorly fitted or top-dose-only effect, or effect the other way, or a change in a side signal; inactive = no such curve, though single readings can be large or run the other way; also: potency is read from the fitted curve at half-maximal effect; % of control where 0% means no effect
Target sequence (Q99816 whole entry, looked up): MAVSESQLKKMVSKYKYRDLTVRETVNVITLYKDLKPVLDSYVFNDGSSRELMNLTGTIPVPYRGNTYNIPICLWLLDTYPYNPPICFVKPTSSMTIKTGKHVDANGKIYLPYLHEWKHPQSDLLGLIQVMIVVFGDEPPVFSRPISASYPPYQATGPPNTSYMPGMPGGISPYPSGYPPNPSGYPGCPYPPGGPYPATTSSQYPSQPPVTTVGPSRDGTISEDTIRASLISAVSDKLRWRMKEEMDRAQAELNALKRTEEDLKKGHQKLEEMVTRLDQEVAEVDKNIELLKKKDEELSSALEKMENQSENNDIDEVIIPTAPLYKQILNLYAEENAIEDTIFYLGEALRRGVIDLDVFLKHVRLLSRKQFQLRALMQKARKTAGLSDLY
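FP read-out: FITC-PTAP peptide, 50 nM final, binding Tsg101 binding domain, 10 uM final; 20 min, r.t.; 10 mM HEPES pH 7.5, 0.15 M NaCl, 0.01% Tween 20, 3 mM EDTA, 0.1 mM TCEP.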
ELG1 repair inh – qHTS screen for small molecules that inhibit ELG1-dependent DNA repair in human embryonic kidney (HEK293T) cells expressing luciferase-tagged ELG1 | actives 2.3% (n = 330,000) | AID 504467, 2011 | HEK293T ELG1-luciferase reporter, luminescence, 16 h; DNA damage induced by 5-fluorouridine | Potency, µM (highest dose often 46.1 µM), for the others: at the top dose activity change, negative = inhibition, usual class: inhibitors; also: potency is read from the fitted curve at half-maximal effect; % is scaled to controls: 0 for no effect and ±100 for the full control effect; nearly all actives have a fitted effect of over 55% in size
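Quantitative HTS, concentration-response format. 2,000 cells/well co-treated with 5-fluorouridine and compound, 16 hr in 5% CO2 at 37 °C; ONE-Glo luminescence read after 30 min.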
Numbers without * were called inactive; ? = inconclusive; / = not tested or not shown; [ ] = dose if it differs, or a comment. Unless noted, calls follow the shape of the dose curve; as a rule, active = well fitted curve in the direction sought with a large enough effect; inconclusive = small, poorly fitted or top-dose-only effect, or another doubt; inactive = no such curve, though single readings can be large; an effect the other way counts as inactive or inconclusive.

Screens in order: CXXC DNA block	TCR act	TRPV1 agonist	A-T KAP1 phos	p53 reactivation	Integrin act MD	B2AR arrestin	BRCA1 expr act	PTAP TSG101 blk	ELG1 repair inh
> Cc1ccc(C)c(NCC(O)c2ccccc2)c1 (stereo not given)
→ -5%	-5%	1	4%	2%	-1%	-0.1%	-26%	-2%	4%
> Cc1ccc(-c2csc(N3CCN(CCCn4c(C(F)(F)F)nc5ccccc54)CC3)n2)cc1
→ 10%	3%	13	6%	7%	-17%	0.4%	-13%	0%	-11%
> Cc1cc(OCCCCn2ccnc2)cc(C)c1Cl
→ 32%[activator]	-7%	2	0%	0%	-46%[inhibitor]	-1.0%	-33%	1%	5%
> CCc1sc(NC(C)=O)nc1-c1ccccc1
→ 1%	2%	-1	-2%	0%	11%	-0.2%	3%	-1%	?
> O=C(c1ccccc1F)c1cc2c(cc1[N+](=O)[O-])OCCO2
→ 1%	4%	11	2%	8%	?	14%	1%	0%	-6%
> Cc1ccc(NC(=O)C2CCCN2C(=O)OCc2ccccc2)c(C)c1 (stereo not given)
→ 11%	-20%	1	10%	3%	?	-0.8%	-4%	-8%	-8%
> NC(=O)c1c(NC(=O)c2ccc(F)cc2)sc2c1CCC2
→ -7%	10%	5	4%	/	?	0.4%	?	-6%	?
> Cn1c(C(=O)N2CCOCC2)cc2c(=O)n3ccccc3nc21
→ -2%	-1%	-1	-17%	0%	0%	-0.2%	25%	-6%	4%
> Cc1cc(OCC(O)CN2CCc3ccccc3C2)ccc1Cl (stereo not given)
→ 10%	-7%	1	6%	/	-18%	0.0%	-41%	-5%	-11%
> Cc1ncoc1C(=O)N1CCc2c([nH]c3ccccc23)C1c1ccccc1F (stereo not given)
→ -5%	4%	2	-4%	-4%	-19%	0.3%	-10%	-1%	0%
> O=C(c1cccc(COCC(F)(F)C(F)F)c1)N1CCN(c2ccccc2)CC1
→ -1%	/	?	/	/	-6%	/	-31%	/	/
> CN(C)/C=C(\C#N)C(=O)c1cccnc1Oc1ccc(F)cc1F
→ -1%	-4%	/	-3%	-2%	-1%	-0.8%	-42%	-6%	6%
> CCN(c1ccccc1)S(=O)(=O)c1ccc(OC)c(NC(=O)CN2C(=O)NC(C)(C)C2=O)c1
→ /	3%	0	-6%	9%	-12%	-0.1%	6%	-9%	20%
> Cc1c(C(=O)Nc2ccc3c(c2)OCCO3)cnn1C
→ 15%	4%	7	-1%	23%	8%	0.7%	20%	-4%	?
> COC(=O)C1=C(Nc2ccccc2NC(=O)c2ccccc2C(=O)O)CSC1
→ -11%	3%	-5	-2%	16%	-27%	-0.5%	-1%	-5%	?

Sorted by number of heavy atoms (rising): part of the list above.
Screens in order: CXXC DNA block	TCR act	TRPV1 agonist	A-T KAP1 phos	p53 reactivation	Integrin act MD	B2AR arrestin	BRCA1 expr act	PTAP TSG101 blk	ELG1 repair inh
> Cc1ccc(C)c(NCC(O)c2ccccc2)c1 (stereo not given)
→ -5%	-5%	1	4%	2%	-1%	-0.1%	-26%	-2%	4%
> Cc1ccc(NC(=O)C2CCCN2C(=O)OCc2ccccc2)c(C)c1 (stereo not given)
→ 11%	-20%	1	10%	3%	?	-0.8%	-4%	-8%	-8%
> O=C(c1cccc(COCC(F)(F)C(F)F)c1)N1CCN(c2ccccc2)CC1
→ -1%	/	?	/	/	-6%	/	-31%	/	/

Returning to the listing with the two entries that preceded the break.
Screens in order: CXXC DNA block	TCR act	TRPV1 agonist	A-T KAP1 phos	p53 reactivation	Integrin act MD	B2AR arrestin	BRCA1 expr act	PTAP TSG101 blk	ELG1 repair inh
> Cc1c(C(=O)Nc2ccc3c(c2)OCCO3)cnn1C
→ 15%	4%	7	-1%	23%	8%	0.7%	20%	-4%	?
> COC(=O)C1=C(Nc2ccccc2NC(=O)c2ccccc2C(=O)O)CSC1
→ -11%	3%	-5	-2%	16%	-27%	-0.5%	-1%	-5%	?
> Cc1ccc(C(=O)OCC(=O)c2c[nH]c3ccccc23)cc1S(=O)(=O)N1CCCCC1
→ 10%	0%[46.1 µM]	0	2%	0%	-14%	0.5%	-65%	0%	26µM*
> C=C(C)CNC(=S)N/N=C1\CCCCc2ccccc21
→ 6%	-2%[46.1 µM]	6	-1%	7%	-35%	3.2%	-20%	1%	-13%
> CCOc1ccccc1C(=O)NCCCCNC(=O)c1ccccc1OCC
→ /	4%	/	/	/	?	/	4%	-5%	/
> CCOc1ccc(OCCC(=O)OC(C)C(=O)Nc2ccc(C(C)=O)cc2)cc1 (stereo not given)
→ -4%	5%	27	-9%	8%	-1%	6.3%	-2%	-5%	2%
> COc1ccc(S(=O)(=O)N(C)C(C)CCc2ccco2)cc1 (stereo not given)
→ 1%	-4%	1	3%	-4%	-44%	0.0%	-5%	1%	-9%
> CC(NC(=O)C(=O)Nc1nccs1)c1ccccc1 (stereo not given)
→ -5%	-23%	3	-31%	1%	?	-0.7%	-2%	0%	11%
> CCCCC(=O)NC(c1ccc(OC)c(OC)c1)c1ccc2cccnc2c1O (stereo not given)
→ /	3%	/	/	/	-43%	/	-82%	-1%	/
> O=C(NC(=S)Nc1ccc(Cl)c(C(=O)O)c1)c1ccc(OCc2ccccc2)cc1
→ 2%	7%	2	-3%	18%	3%	-0.6%	32%	-6%	15%
> O=C(COc1ccccc1)N1CCN=C1SCc1ccccc1
→ 0%	-14%	-1	10%	9%	7%	0.4%	-3%	-2%	2%
> Cc1ccc(-n2nc3c(=O)n(CC(=O)NCCc4ccco4)nc(C)c3c2C)cc1
→ 4%	2%	-4	-8%	1%	0%	-0.2%	-6%	-5%	-8%
> C/C(=N\NC(=S)NC1CCCCC1)c1cccc(Br)c1
→ 1%	4%[46.1 µM]	21	-1%	11%	26%	-0.4%	28%	-4%	?
> Cc1ccccc1N1C(=O)c2cccc3c(N(C)CCO)ccc(c23)C1=O
→ ?	-4%	29	10%	4%	2%	0.2%	-6%	?	?
> N#Cc1ccccc1N/C=C/C(=O)c1ccc(Cl)cc1
→ /	3%	/	/	/	0%	/	?	-4%	/
> CC1CC(=O)NN=C1c1cccs1 (stereo not given)
→ 29%	-1%	6	-10%	1%	?	8.4%	-3%	-4%	?
> COc1ccc(OCC(O)CN2CCCCC2)cc1 (stereo not given)
→ -10%	-4%	/	24%	4%	-12%	-0.7%	-4%	-1%	12%
> CC(=O)Nc1ccc(NC(=O)CC2SC(=O)N(CC(=O)c3ccccc3)C2=O)cc1 (stereo not given)
→ 1%	1%	?	-1%	15%	-32%	0.1%	15%	-1%	11%
> CC(=O)N(/N=C1\Sc2ccccc2C1=O)c1ccccc1
→ 1%	7%	2	-1%	12%	-4%	0.1%	-26%	-5%	?
> N#Cc1ccc(Sc2ccccn2)c([N+](=O)[O-])c1
→ -2%	3%	3	3%	6%	-21%	0.5%	-16%	2%	?
> COc1ccc(CN2CCN(C(=O)CCC(=O)Nc3nnc(C(C)C)s3)CC2)cc1F
→ 6%	2%	0	4%	0%	2%	-1.2%	-1%	-5%	?
> CC(C)Cn1c(=O)c(-[n+]2ccccc2)c([O-])c2ccccc21
→ 5%	-4%	-7	3%	-3%	14%	0.0%	-1%	-6%	-10%
> COC/C=C/C1=CC(=O)C[C@H](c2ccc3c(c2)OCO3)C1
→ /	-5%	?	-1%	17%	0%	0.1%	-30%	/	-6%
> CC1CCN(S(=O)(=O)c2cccc(-c3cn4cc(Cl)ccc4n3)c2)CC1
→ 5%	-57%	12	2%	12%	-21%	-0.2%	0%	0%	2%
> O=C(COC(=O)c1ccccn1)Nc1c(Cl)cccc1Cl
→ 0%	0%	4	0%	2%	21%	0.0%	4%	-4%	-1%
